SKKanGAS inh: SKKanGAS growth inhibition; inhibition, % at 7.5 µM; 1.3% of 300,000 active; S. pyogenes SKKanGAS, kanamycin growth, BacTiter-Glo, 6 h;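 active = mean replicate score, as percent of positive control median, at least 50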;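 also: strain carries kanamycin resistance gene driven by streptokinase promoter and grows in 40 µg/ml kanamycin; loss of luminescence reflects streptokinase promoter inhibition or plain growth inhibition; 0% = median of DMSO wells and 100% = positive control at its reference dose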
HSF1 inhib: HSF1 inhibition; AID 2098; NIH3T3-HGL HSE-luciferase, MG132-induced, luminescence 8 h; stronger effect = lower value; 0.77% of 300,000 active; activity change, negative = inhibition, % at 7.5 µM (by protocol);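 active = more than half of replicate wells show activity change below -50%, luminescence cut by over half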;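 also: luciferase reports HSF-1 transcriptional activity via heat shock element; 0% = median of DMSO wells and -100% = zero luminescence signal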
aSyn 5UTR inh: MLPCN primary screen, SNCA 5' untranslated region; alpha-synuclein 5'UTR reporter, inhibitor activity; inhibition, % (tested at 7.5 µM); 0.82% of 300,000 active; in the data active = inhibition above about 60%;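 also: H4 neuroglioblastoma cells stably carrying SNCA 5'UTR luciferase fusion; 0% = DMSO wells and 100% = positive control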
HSP90 refold inh: HSP90 refolding inhibition in rabbit reticulocyte lysate; inhibition, % at 5.6 µM; luciferase refolding luminescence, 3 h; 0.91% of 290,000 active;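 active = inhibition above the screen-wide mean plus 3 SD, computed separately per campaign, cut at about 16% in these data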;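 also: 0% = DMSO wells and 100% = 60 µM geldanamycin wells; inhibitors lower the luminescence because luciferase stays unfolded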
KLF5 inh: inhibitors of KLF5 expression. DLD-1 KLF5 promoter-luciferase reporter, luminescence. inhibition, % at 5 µM. 0.23% of 290,000 active;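 active = inhibition above a per-plate limit of that plate's mean compound inhibition plus 3 SD, cut at about 60% in these data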;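 also: 0% = DMSO wells and 100% = LY294002 at 200 µM; higher means less KLF5 promoter-driven luciferase light; inactives centre near -14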
Platelet DG rel: platelet dense granule release activity. human platelet-rich plasma, SFLLRN dense granule ATP release, luminescence. inhibition, %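 (compounds screened at 7.5 µM in platelet-rich plasma)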. 0.22% of 300,000 active;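 active = mean replicate score, as percent of positive control, at or above 50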
IEC-6 cytotox: kills IEC-6 intestinal cells in KLF5 counter-screen; IEC-6 cytotoxicity, luminescence viability; inhibition, % at 5 µM; 0.78% of 290,000 active; AID 1825; in the data active = inhibition above about 22%;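 also: 0% = plate median of test compound wells and 100% = cytotoxic reference compound wells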
HSF-1 act: increases HSF-1 driven luciferase reporter signal; NIH3T3-HGL HSF-1 luciferase reporter, MG132, 8 h; 100% = twice DMSO control signal; activation, % at 9 µM; 1.7% of 300,000 active; AID 504408;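 active = mean replicate activation of at least 50% with a set share of replicates each reaching 50%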;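 also: 0% = median of the neutral control wells and 100% = twice that signal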
AI-2 QS modul: modulates the Vibrio harveyi AI-2 quorum sensing system. Vibrio harveyi JMH597 AI-2 luminescence/OD600 ratio, 9 h; stronger effect = lower value; strain lacks LuxN and CqsS sensors; 0 = neutral-control median. activity change, % at 7.5 µM. 0.4% of 300,000 active. AID 2094; in the data active = activity change below about -75%, passing the limit was not always enough;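 also: luminescence divided by OD600 gain over 9 h not by final OD600 alone; inactives centre near 13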
HIF activator: HIF pathway transcriptional activation. activation, % at 7.5 µM (by protocol). AID 1910. 0.32% of 300,000 active. U2OS HRE-luciferase reporter, luminescence; normalized: DMSO 0%, desferrioxamine 100%;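 active = mean activation of at least 10% of the iron chelator positive control signal, with at least half of replicates also reaching 10%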
Active calls of the source: *; nt = no result given.

SMILES | SKKanGAS inh | HSF1 inhib | aSyn 5UTR inh | HSP90 refold inh | KLF5 inh | Platelet DG rel | IEC-6 cytotox | HSF-1 act | AI-2 QS modul | HIF activator
COC(=O)c1[nH]c2cc(C)ccc2c1NC(=O)CN1CCCc2ccccc21 | 3 | 10 | -55 | 1 | -5 | -1 | 8 | 41 | 26 | 1.3
COc1cccc(OC)c1C(=O)N=c1sc2cc(S(C)(=O)=O)ccc2n1C | -11 | -6 | -22 | -3 | 0 | 6 | 5 | -10 | 23 | -0.1
CC(=O)N1CCC(N(CCN2CCOCC2)C(=S)Nc2ccccc2C)CC1 | 5 | -2 | -11 | 1 | 1 | 0 | -4 | 3 | 11 | 0.0
COc1c(N)c2ccccc2[nH]c1=O | -1 | -7 | 8 | -3 | -18 | 6 | -2 | 10 | 30 | 0.0
O=C(C(=O)N1CCCc2ccccc21)c1cn(CC(=O)N2CCOCC2)c2ccccc12 | nt | nt | nt | 0 | -25 | nt | 0 | nt | -9 | nt
CS(=O)(=O)N(CC(=O)Nc1ccc2c(c1)OCO2)Cc1ccc(Cl)cc1 | 0 | -15 | -11 | -2 | -36 | 4 | -1 | 1 | 7 | 0.1
COc1ccc(CNC(=O)CCCCCNc2nc(=S)[nH]c3ccccc23)cc1 | 0 | -9 | -15 | -3 | -8 | -1 | -4 | 12 | nt | -0.2
Cc1ccc(-n2nc(C)c3c2OC(N)=C(C#N)C3c2ccco2)cc1 (configuration not stated) | 4 | 13 | 2 | 3 | -26 | 12 | -10 | 11 | 36 | -0.4
COC(=O)/C=C(\C)N=Nc1c(O)[nH]c2ccccc12 | -13 | 8 | 18 | 6 | -12 | 2 | 6 | -1 | -2 | 0.2
CCOc1ccc(C(C)NC(=O)C2CCC2)cc1 (configuration not stated) | 4 | -4 | 9 | -4 | -10 | -7 | 2 | -7 | 5 | -0.3
CC(C)(C)NC(=O)COc1ccc(CNCCc2ccccc2)cc1 | -2 | 3 | -22 | 2 | -11 | 4 | 2 | 6 | 19 | -0.1
O=C(CN1C(=O)NC2NC(=O)NC21)NN=C1CCCC1 (configuration not stated) | -2 | -3 | 8 | -3 | 19 | -9 | -1 | -14 | 12 | -0.1
COc1cc(/C=N/NC(=O)CCC(=O)Nc2ccc(C)cc2)ccc1O | 2 | nt | 35 | -1 | -20 | 5 | -3 | nt | 16 | -0.4
CS(=O)(=O)c1ccc(NC(=O)CCN2C(=O)C3CCCCC3C2=O)cc1 (configuration not stated) | 3 | -2 | 13 | nt | nt | 18 | nt | 2 | 20 | -0.7
CN(c1ccc(C(=O)NCCc2ccccc2)cc1)S(C)(=O)=O | -11 | 1 | -19 | 10 | -125 | 2 | 1 | 20 | 3 | -1.8
O=C(CSc1ncnc2c1cnn2-c1ccc(F)cc1)NC1CCCC1 | 30 | -3 | -8 | -1 | -47 | 15 | -2 | 0 | 24 | -7.3
COc1cccc(-c2csc(N3CCN(C(=S)Nc4ccccc4Cl)CC3)n2)c1 | 15 | 8 | -27 | 3 | -19 | 1 | 5 | 6 | 29 | 0.7
COc1ccc(NC(=O)C(=O)NCC2CCCN2S(=O)(=O)c2ccc(C)cc2)cc1 (configuration not stated) | -3 | -31 | 91* | nt | nt | -13 | nt | -39 | 3 | 1.2
Cn1c(Nc2ccccc2)nc2ccccc21 | -4 | 0 | -50 | -3 | -23 | -3 | 4 | 19 | 1 | 2.7
O=C(c1cc2ncc(CCCl)cn2n1)N1CCCCCC1 | -3 | -7 | 21 | -3 | -17 | 0 | 3 | 8 | -6 | 0.0
COc1ccc(Nc2ccc(C(=O)O)cc2[N+](=O)[O-])cc1 | -2 | 0 | 6 | -3 | 6 | 2 | -2 | 7 | 24 | -0.5
CSc1ncccc1C(=O)OCC(=O)N1CCN(S(=O)(=O)c2ccc(C)cc2C)CC1 | -4 | 2 | 16 | nt | nt | 3 | nt | 6 | nt | 0.3
CCOC(=O)c1ccc(NC(=O)CC2C(=O)N(c3ccc(F)cc3)C(=O)N2CCCOC)cc1 (configuration not stated) | -1 | -6 | -4 | 0 | -35 | 11 | -3 | 2 | 15 | -0.6
COc1cccc(CN2CCC(N(CCc3ccccc3)Cc3ccccc3)CC2)c1OC | -4 | -7 | 15 | 2 | -20 | -5 | 0 | -1 | 6 | 582*
O=C(NCCCn1ccnc1)C(=O)NCC(c1cccnc1)N1CCN(c2ccccc2)CC1 (configuration not stated) | 2 | -6 | -4 | 1 | -5 | -6 | -2 | -24 | 0 | 0.1
CCOC(=O)CSc1nnc(CNC(=O)c2cccc(C)c2)n1C | -2 | -20 | 12 | 0 | -31 | -6 | 1 | -17 | 13 | 0.1
CC(C)c1ccc(C2=NN(c3ccccc3)C(=O)CC2)cc1 | 0 | 3 | -30 | 7 | -1 | 0 | -3 | 6 | 3 | 0.9
Cc1nc(SCC(=O)NC(=O)NC(C)C)nc(C)c1C | -4 | 5 | -1 | 0 | -19 | 1 | 6 | 34 | 11 | -0.5
CC1=C(C(=O)OC2CCCCC2)C(c2ccccc2F)NC(=O)N1 (configuration not stated) | 1 | 3 | -6 | 2 | -10 | 0 | -6 | 8 | 24 | -0.8
CN(C)S(=O)(=O)Oc1ccsc1C(=O)Nc1ccc(Br)cc1 | 4 | 6 | -11 | 4 | -6 | 3 | 6 | 18 | 13 | -0.7
COc1cccc(CN2CCN(S(=O)(=O)c3ccccc3)CC2)c1OC | 15 | -4 | 13 | nt | nt | -5 | nt | -3 | 10 | 0.1
CCCCOc1ccc(C(=O)N2CC(C)OC(C)C2)cc1 (configuration not stated) | 11 | -2 | 3 | 3 | -30 | -5 | -7 | 3 | 19 | -0.4
O=C1NC(=O)C2C1C(c1ccccc1)N1C3C(=O)NC(=O)C3C(c3ccccc3)N21 (configuration not stated) | 1 | -9 | 27 | 11 | -10 | -1 | -4 | -2 | 29 | -30
CCN1CCCC1CNC(=O)c1ccc2c(c1)N(Cc1ccccc1F)C(=O)c1ccccc1S2(=O)=O (configuration not stated) | -4 | 5 | -13 | 5 | -1 | 3 | -1 | -4 | 20 | 0.2
CC(=O)c1c(O)c2ccccc2n(C)c1=O | 18 | -11 | 5 | 1 | 0 | -7 | 2 | 1 | 13 | -0.4
COc1cc(CCNC(=O)c2cnn3ccccc23)cc(OC)c1OC | -4 | -3 | 4 | -2 | 4 | 33 | -1 | 12 | 3 | -0.1
Cc1ccc(Nc2nc(CSc3nnc(-c4cccs4)o3)cs2)cc1 | 2 | 9 | -19 | -1 | -25 | 2 | 6 | 2 | 36 | 0.9
CN(C)S(=O)(=O)c1cccc(NC(=O)c2ccccc2OCc2ccc(F)cc2)c1 | 3 | -13 | 31 | 4 | -8 | -5 | 1 | -21 | 23 | 0.2
CC1=C(C(=O)NC2CCCCC2C)C2(CCC(C)CC2)OC1=O (configuration not stated) | 5 | -1 | -48 | -9 | 2 | -14 | -1 | -7 | 15 | -0.2
COc1cc(C(=O)NC(=S)NC(C)C)cc(OC)c1OC | -8 | 3 | -33 | -7 | 6 | -6 | -1 | -6 | 6 | 0.3
CCCc1cc(NCCCO)n2c(nc3ccccc32)c1C#N | 7 | -9 | 29 | -2 | -6 | 5 | -2 | -22 | -5 | -0.6
O=C(Cc1ccccc1)Nc1nc2ccccc2[nH]1 | 1 | -4 | 0 | 14 | -37 | -7 | -3 | 8 | 0 | 0.7
CCCCC(c1nnnn1C(C)C)N1CCN(C(=O)c2ccco2)CC1 (configuration not stated) | -3 | -7 | -7 | 0 | -26 | -1 | 5 | 4 | 5 | -0.3
Cc1ccc(/C=N/NC(=O)Cn2nccc2C)o1 | -4 | 0 | -8 | -2 | -27 | -2 | -4 | 13 | 8 | 0.1
COc1ccc(S(=O)(=O)N2CCN(Cc3cccc(F)c3)CC2)cc1 | -9 | -12 | 12 | nt | nt | -4 | nt | -5 | 20 | 0.4
NC(=O)c1nsc(C(=O)N(CC(=O)NC2CCCC2)c2ccc(F)c(Cl)c2)c1N | 6 | 1 | -11 | 3 | -4 | 1 | -2 | 9 | 20 | -0.2
Cc1ccc(C(=O)CSc2nnc(COc3cc(C)cc(C)c3)o2)cc1 | -4 | 2 | 5 | 4 | 33 | 0 | 5 | 21 | 28 | 1.0
COc1ccc(CN2CCN(C(=O)c3ccccc3F)CC2)c(OC)c1OC | 4 | 2 | 14 | nt | nt | 13 | nt | -4 | -1 | 0.0
O=C(Nc1nc2ccccc2[nH]1)c1ccc(F)c(S(=O)(=O)N2CCOCC2)c1 | -17 | 2 | -99 | 2 | -38 | 11 | 2 | 36 | 6 | 3.1
CSc1ccccc1N1CCN(C(=O)Nc2ccc3c(c2)NC(=O)CO3)CC1 | -7 | 1 | 11 | -3 | 11 | 8 | 4 | -2 | 18 | -0.4
Going on with the list:
SMILES | SKKanGAS inh | HSF1 inhib | aSyn 5UTR inh | HSP90 refold inh | KLF5 inh | Platelet DG rel | IEC-6 cytotox | HSF-1 act | AI-2 QS modul | HIF activator
C=C1CCC[C@]2(C)C[C@H]3OC(=O)C(CN(C)CC(OC)OC)[C@H]3CC12 (some centres not stated) | -3 | 28 | -35 | -2 | 3 | 5 | 0 | 46 | 36 | -4.8
O=S(=O)(Nc1ccccc1N1CCCCC1)c1ccccc1 | -4 | -12 | 18 | 0 | -17 | -16 | -1 | -25 | 17 | -0.3
CCOc1ccc(-c2cc(CCCC(=O)Nc3cccc(OC)c3)no2)cc1 | 2 | -34 | 68* | -6 | 2 | -1 | 4 | -46 | 20 | -1.5
O=C(C(Cc1ccccc1)n1cccc1)N1CCN(C2CCCCC2)CC1 (configuration not stated) | -2 | 1 | -13 | 1 | -30 | 22 | 2 | 4 | 37 | -0.1
Nc1c(Cl)ncnc1N/N=C/c1ccncc1 | -3 | -1 | -24 | -1 | -33 | 3 | -4 | -4 | 17 | -0.6

Structures listed so far that have fluorine (nine):
SMILES | SKKanGAS inh | HSF1 inhib | aSyn 5UTR inh | HSP90 refold inh | KLF5 inh | Platelet DG rel | IEC-6 cytotox | HSF-1 act | AI-2 QS modul | HIF activator
O=C(CSc1ncnc2c1cnn2-c1ccc(F)cc1)NC1CCCC1 | 30 | -3 | -8 | -1 | -47 | 15 | -2 | 0 | 24 | -7.3
CCOC(=O)c1ccc(NC(=O)CC2C(=O)N(c3ccc(F)cc3)C(=O)N2CCCOC)cc1 (configuration not stated) | -1 | -6 | -4 | 0 | -35 | 11 | -3 | 2 | 15 | -0.6
CC1=C(C(=O)OC2CCCCC2)C(c2ccccc2F)NC(=O)N1 (configuration not stated) | 1 | 3 | -6 | 2 | -10 | 0 | -6 | 8 | 24 | -0.8
CCN1CCCC1CNC(=O)c1ccc2c(c1)N(Cc1ccccc1F)C(=O)c1ccccc1S2(=O)=O (configuration not stated) | -4 | 5 | -13 | 5 | -1 | 3 | -1 | -4 | 20 | 0.2
CN(C)S(=O)(=O)c1cccc(NC(=O)c2ccccc2OCc2ccc(F)cc2)c1 | 3 | -13 | 31 | 4 | -8 | -5 | 1 | -21 | 23 | 0.2
COc1ccc(S(=O)(=O)N2CCN(Cc3cccc(F)c3)CC2)cc1 | -9 | -12 | 12 | nt | nt | -4 | nt | -5 | 20 | 0.4
NC(=O)c1nsc(C(=O)N(CC(=O)NC2CCCC2)c2ccc(F)c(Cl)c2)c1N | 6 | 1 | -11 | 3 | -4 | 1 | -2 | 9 | 20 | -0.2
COc1ccc(CN2CCN(C(=O)c3ccccc3F)CC2)c(OC)c1OC | 4 | 2 | 14 | nt | nt | 13 | nt | -4 | -1 | 0.0
O=C(Nc1nc2ccccc2[nH]1)c1ccc(F)c(S(=O)(=O)N2CCOCC2)c1 | -17 | 2 | -99 | 2 | -38 | 11 | 2 | 36 | 6 | 3.1

From PubChem BioAssay

Rows are unselected; overall some 6% were active at least once.
